N370S GC – inhibitors or activators of N370S glucocerebrosidase for Gaucher disease. P04062. N370S GC spleen homogenate, 4MU-glucoside fluorescence. Potency, µM (top dose mostly 59.4 µM), without a hit: top-dose activity change, negative = inhibition, actives largely listed as inhibitors. actives 0.092% (n = 330,000). AID 2101;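 also: 0% = full enzyme activity and -100% = no enzyme basal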
DT40 TDP1 no CPT – qHTS for Inhibitors of human tyrosyl-DNA phosphodiesterase 1 (TDP1): qHTS in cells in absence of CPT. actives 15% (n = 420,000). AID 686978, 2013. DT40 Tdp1-/- hTDP1 cells, no CPT, ATP luminescence, 48 h. Potency, µM (titrated, usually from 46.2 µM), for the others: top-dose activity change, negative = growth inhibition, usual class: inhibitors; also: nearly all actives have a fitted effect of over 55% in size
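A cellular qHTS used chicken DT40 cells lacking endogenous Tdp1 but carrying stably transfected human TDP1. Compounds were applied without camptothecin, and cell growth kinetics were judged by ATP-dependent luminescence after ≥48 hr.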
TDP1 inh – inhibitors of human tyrosyl-DNA phosphodiesterase TDP1; AID 485290; recombinant TDP1, AlphaScreen DNA substrate cleavage; Q9NUW8; Potency, µM (titrated, usually from 130 µM), without a hit: at the highest dose activity change, negative = inhibition, most hits filed as inhibitors; actives 0.28% (n = 350,000); also: nearly all actives have a fitted effect of over 40% in size
Target sequence (Q9NUW8 whole entry, looked up): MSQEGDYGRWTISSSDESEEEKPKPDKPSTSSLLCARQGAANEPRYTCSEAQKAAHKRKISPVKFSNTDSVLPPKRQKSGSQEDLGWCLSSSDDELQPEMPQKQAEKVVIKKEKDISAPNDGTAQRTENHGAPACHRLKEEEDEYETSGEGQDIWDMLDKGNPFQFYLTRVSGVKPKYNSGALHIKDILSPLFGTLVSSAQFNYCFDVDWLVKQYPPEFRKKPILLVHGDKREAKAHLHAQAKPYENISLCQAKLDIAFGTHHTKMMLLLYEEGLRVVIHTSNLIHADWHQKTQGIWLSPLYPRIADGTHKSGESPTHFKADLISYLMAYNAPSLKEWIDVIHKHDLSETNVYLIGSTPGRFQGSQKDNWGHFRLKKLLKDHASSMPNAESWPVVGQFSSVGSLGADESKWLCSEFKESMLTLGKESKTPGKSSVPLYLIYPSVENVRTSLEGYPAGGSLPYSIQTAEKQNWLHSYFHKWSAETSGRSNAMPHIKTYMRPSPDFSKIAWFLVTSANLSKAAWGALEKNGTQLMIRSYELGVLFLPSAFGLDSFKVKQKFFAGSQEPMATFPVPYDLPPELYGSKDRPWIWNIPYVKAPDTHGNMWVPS
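Here, a 5' biotin and 3' phosphotyrosine-FITC DNA oligonucleotide reports Tdp1 activity: intact substrate bridges AlphaScreen beads, while cleavage leaves a 3' phosphate and drops signal. All incubations at room temperature.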
Active calls of the source: *; ? = inconclusive; . = not tested or not shown; & = joins results of further samples; [ ] = remark or other dose. Calls follow the shape of the dose curve; as a rule, active = well fitted curve in the direction sought with a large enough effect; inconclusive = small, poorly fitted or top-dose-only effect, or another doubt; inactive = no such curve, though single readings can be large; an effect the other way counts as inactive or inconclusive. Unless noted, % is scaled to controls: 0 for no effect and ±100 for the full control effect; potency is read from the fitted curve at half-maximal effect. A portion of the library, so the mix of outcomes need not match the whole.

compound	N370S GC	DT40 TDP1 no CPT	TDP1 inh
CN1CCN(S(=O)(=O)c2cccc(C(=O)Nc3cc(C(F)(F)F)ccc3N3CCCCC3)c2)CC1	-20%	18µM*	0%
COc1ccc(CCNC(=O)C(=O)NCC2OCCN2S(=O)(=O)c2cccs2)cc1 (configuration not stated)	0%	-22%	1%
COc1ccc(Oc2c(C)oc3cc(OC(=O)N4CCOCC4)ccc3c2=O)cc1	3%	-10%	2%
COn1c(-c2ccc(C)cc2)nc2ncccc21	9%	-15%	.
COc1ccc(C(=O)Oc2ccc(/C=N/NC(=O)c3ccccc3OC)cc2[N+](=O)[O-])cc1	-2%	-23%	-2%
CC1=C(C(=O)Nc2ccccc2C(=O)NCCCOC(C)C)SCCO1	-19%	-7%	.
CCOc1ccc(NC(=O)CN(C)C(=O)c2cc(C)nc3ccccc23)cc1OCC	.	?	0%
C/C(=N\Nc1ccc(Cl)c(C(=O)O)c1)c1cc2ccccc2o1	-11%	8%	9%
CN1CCN(C(=S)Nc2ccc(S(N)(=O)=O)cc2)CC1	-2%	4%	2%
O=C(NC(=S)Nc1cccc([N+](=O)[O-])c1)c1ccco1	7%	-13%	5%
CC(C)CN1C(=S)SC(C)(C)C1n1oc(=O)n(-c2ccc(Cl)cc2)c1=O (configuration not stated)	17%	-27%	6%
Cc1ccc(S(=O)(=O)c2c[nH]c3ccc(C)cc3c2=O)cc1	-10%	-5%	.
C=CCOC(=O)C(C(C)=O)C(NC(=O)OC)c1cccc(C)c1 (configuration not stated)	10%[12.8 µM]	.	2%[21 µM]
COc1ccc(CC(=O)NCc2nnc(SCC(=O)Nc3nccs3)n2C)cc1	1%	15%	-3%
Cc1ccc(NC(=O)CN(C)S(=O)(=O)c2cccs2)c(Br)c1	-6%	?	3%
CCN(CC(=O)Nc1sc2c(c1C#N)CCCC2)Cc1nc2ccccc2c(=O)[nH]1	?	-9%	8%
O=C(CCCCn1c(=O)c2ccccc2n(CC(=O)NC2CCCC2)c1=O)NC1CCCC1	2%	-18%	2%
Cc1ccc2c(c1)sc1nc(=O)n(-c3ccccc3)c(=O)n12	2%	?	0%
Cc1ccc(-c2csc(NC(=O)COC(=O)c3cccc(S(=O)(=O)N4CCOCC4)c3)n2)cc1	2%	-19%	7%
Cc1cccc2c(C(=O)N3CCN(C(=O)c4ccco4)CC3)cc(-c3cccc(Br)c3)nc12	-27%	?	5%
Nc1c(N(CCC2=CCCCC2)C(=O)COc2ccc(F)cc2)c(=O)[nH]c(=O)n1Cc1ccccc1	.	?	2%
Cc1c(NC(=O)Nc2ccc(Cl)c(C(F)(F)F)c2)c(=O)n(-c2ccccc2)n1C	.	-21%	2%[12.3 µM]
COc1ccc(CNC(=O)c2ccc(CS(=O)(=O)c3ccccc3OC)o2)cc1	.	?	-3%
Cc1ccc2c(c1)Cc1nc3ccccc3nc1-2	?	?	-3%

Compound profiles, as listed above. Screens in order: N370S GC	DT40 TDP1 no CPT	TDP1 inh
Results for C=CCOC(=O)C(C(C)=O)C(NC(=O)OC)c1cccc(C)c1 (configuration not stated) : 10%[12.8 µM]	.	2%[21 µM]
Results for COc1ccc(CC(=O)NCc2nnc(SCC(=O)Nc3nccs3)n2C)cc1 : 1%	15%	-3%

Next part.
compound	N370S GC	DT40 TDP1 no CPT	TDP1 inh
Cc1nn2c(=O)cc(COC(=O)c3ccc(NC(=O)COc4ccc(C)c(C)c4)cc3)nc2s1	.	?	9%
Nc1nc(OCc2ccccc2)c2[nH]cnc2n1	-6%	-9%	11%[56.1 µM]
Cc1ccc(C(NC(=O)N2CCOCC2)=C(Cl)Cl)cc1F	1%	16µM*	2%
O=C1C2C3C=CC(c4ccccc4)(C2C(=O)N1c1cccc(Cl)c1)C1C(=O)N(c2cccc(Cl)c2)C(=O)C31 (configuration not stated)	-10%	15µM*	5%
CCc1nc2ccc(C)cc2c(C(=O)Oc2cccc3cccnc23)c1C	8%	23µM*	5%
CCOC(=O)c1c(-c2ccccc2)oc2ccc(OCC(=O)NNC(=O)CCCC(=O)O)cc12	-6%	9%	.
CCN(C(=O)c1cc2cc(OC)ccc2oc1=O)c1cccc(C)c1	3%	-24%	6%
COc1cc(C2N=C(N)Nc3nc4ccccc4n32)ccc1OCC(=O)O (configuration not stated)	.	3%	1%
Cc1ccc(S(=O)(=O)/N=C(\CN2CCOCC2)N2CCCC2)cc1	-11%	-4%	-1%
CC(C)CC(=O)Nc1ccc2nc(SCC(=O)N3CCCC3)sc2c1	.	23µM*	6%
CN1CCN(c2nc(-c3ccoc3)nc3ccccc23)CC1	-18%	-14%	.
CN(CC(=O)Nc1cccc(F)c1)C(=O)c1cccnc1Sc1ccccc1Cl	1%	-23%	3%
CCn1ncc(C2=NOC(C(=O)Nc3cccc(C(C)=O)c3)C2)c1C (configuration not stated)	-15%	21µM*	1%
CN(CCOc1ccc(-c2ccn(S(=O)(=O)c3ccc(Cl)cc3)n2)cc1)c1ccccn1	-6%	?	1%
CC1(C)CC(=O)c2c(O)cc(OCc3ccc(Br)cc3)cc2O1	11%	?	-3%
N#Cc1ccccc1Sc1ccccc1C(=O)OCC(=O)NC1CCS(=O)(=O)C1 (configuration not stated)	5%	-22%	-1%
O=C(CSc1nc(C2CC2)nc2ccccc12)Nc1cccc(O)c1	-14%	-15%	2%
O=C(Nc1ccncc1)c1ccccc1[N+](=O)[O-]	1%	?	1%
Cc1ccc(S(=O)(=O)NC(C)C(=O)Nc2cccc([N+](=O)[O-])c2)cc1 (configuration not stated)	-4%	1%	-11%
CCc1nn(CC(=O)NCCCN(C)Cc2ccccc2)c(=O)c2cc3sc(C)cc3n12	4%	-62%	0%
Cc1ccccc1Nc1nnc(SCC2CCCCO2)s1 (configuration not stated)	9%	18µM*	3%
O=C(NCc1ccco1)c1ccc(CN2CCOCC2)cc1	5%	-1%	3%
CCC(C)NC(=O)C1CCN(C(=O)c2ccc(-n3ccc4ccccc43)s2)CC1 (configuration not stated)	.	?	3%
Cc1cc(-c2nnc(CCC(=O)NCc3cc(F)cc(C(F)(F)F)c3)o2)no1	-12%	-1%	5%
COC(=O)c1ccc(COC(=O)CCS(=O)(=O)c2ccc(C)cc2)cc1	0%	-5%	5%
O=C(COC(=O)/C=C/C(=O)N1CCN(c2ccccc2)CC1)NC(c1ccccc1)c1ccccc1	1%	?	8%
COc1ccc(/C=C2\SC(=O)N(CCNC(=O)C3CCN(S(=O)(=O)c4cccs4)CC3)C2=O)cc1	-8%	-27%	4%
CCOC(=O)c1csc(-c2ccc3c(c2)CCO3)n1	0%	-8%	-1%
COc1ccccc1C(=O)c1nc2ccccc2n1C	2%	8%	.
COCC(C)n1c(C)cc(C(=O)COC(=O)c2n[nH]c3ccccc23)c1C (configuration not stated)	12%	26µM*	9%
CC(C)CC(=O)Nc1nnc(CSCc2ccc(F)cc2)s1	3%	?	1%
O=C(CN1C(=O)NC2(CCCc3ccccc32)C1=O)NCC(F)(F)F (configuration not stated)	-1%	-9%	.
O=C(c1cnn2c(C(F)F)cc(-c3ccccc3)nc12)N1CCSCC1	9%	-14%	3%
CC(C)(C)[C@H]1C=C(C(=O)N2CCN(Cc3ccc4c(c3)OCO4)CC2)O[C@@H](OCc2ccc(CO)cc2)C1	?	18µM*	5%
COc1ccc(NC(=O)C2C3C=CC4(O3)C2C(=O)N(CCN2CCCCC2)C4C(=O)NC2CCCC(C)C2C)cc1 (configuration not stated)	-8%	-22%	3%
OCCC(O)CO (configuration not stated)	-2%&-8%&-1%	.	8%&10%&13%
c1ccc(CSc2nnc(-c3c[nH]c4ccccc34)o2)cc1	10%	?	4%
COc1ccccc1OCC(=O)NNc1c2ccccc2nc2ccccc12	?	18µM*	.
COc1cc(OC)cc(C(=O)OCC(=O)Nc2sccc2C(N)=O)c1	14%	18µM*	-8%
Cc1ccc(-n2c(C)cc(/C=C(\C#N)C(=O)NCC3CCCO3)c2C)cc1 (configuration not stated)	-29%	?	6%
COCC(=O)N1CCC2(CC1)CCN(c1ccccc1)CC2	0%	-10%	.
CC(C)C[C@@H](CC(=O)N[C@@H](CCC(=O)O)CC(=O)O)NC(=O)[C@@H]1CCCC[C@H]1NC(=O)C[C@@H](NC(=O)C[C@H](Cc1c[nH]c2ccccc12)NC(=O)[C@@H]1CCCC[C@H]1N)C(C)C	-4%	.	-5%
O=C(COc1ccc(Cl)cc1)Nc1nnc(-c2ccco2)o1	2%	10%	7%
C=CCc1ccccc1OCC(O)CNC1CCCC1 (configuration not stated)	-14%	?	5%
CC(=O)OCC1OC(OC(C)=O)C(NC(=O)Cc2ccccc2)C(OC(C)=O)C1OC(C)=O (configuration not stated)	0%	-2%	8%
Cc1nc(NCCO)c2nc(-c3ccccc3)n(CCN(C)C)c2n1	-3%	.	-1%
Nc1ccc(SC(F)(F)F)cc1	-6%	-9%	6%
CCN(C(=O)Cn1c(=O)oc2cc(S(=O)(=O)N3CCCC3)ccc21)c1cccc(C)c1	.	?	-3%
CCCNc1cc(=O)n(C)c(=O)n1C	5%	0%	0%
CC1=CC(C)(C)NC(=S)N1c1ccc(C)c(C)c1	-6%	?	2%
COc1ccc(NC(=O)c2ccccc2)cc1NS(=O)(=O)c1ccc(F)cc1	-3%	-16%	-3%
Cc1cc(C)nc(SCc2ccccc2C#N)n1	-12%	-1%	-4%
COc1ccc(C)cc1NC(=O)CNC(=O)c1sc2ccccc2c1Cl	-4%	?	0%
COc1ccccc1CNc1nc(-c2ccco2)nn1S(=O)(=O)c1ccc2ccccc2c1	.	?	3%
COc1cccc(C=Nc2ccccc2C#N)c1O	-1%	-1%	1%
O=C(O)COc1ccccc1/C=N/NC(=O)Cc1ccccc1	0%	17%	.
Cc1cccnc1NC(=O)C(C)Oc1ccccc1 (configuration not stated)	-3%	-2%	-1%
CCN(C(=O)c1cc2c(=O)oc3ccc(C)cc3c2s1)c1cc(OC)ccc1OC	.	?	-1%
N#Cc1ccccc1S(=O)(=O)N1CCN(C(=O)[C@@H]2CCCN2C(=O)c2cccs2)CC1	.	-18%	1%
CC1(C)CC(=O)c2c(O)cc(OCC(=O)Nc3ccc(S(N)(=O)=O)cc3)cc2O1	-2%	?	.

The listing continues:
compound	N370S GC	DT40 TDP1 no CPT	TDP1 inh
Cc1ccc(S(=O)(=O)c2cc3c(=O)n4ccccc4nc3n(C3CCCCC3)c2=N)cc1	3%	21µM*	2%
CC(=O)Oc1cccc(/C=C2\C=C(c3ccc(C)cc3)OC2=O)c1	-5%	?	-5%
CN1CCC(N(C)CC(=O)Nc2ccc3c(c2)OC(F)(F)O3)CC1	7%	-20%	0%
CCOC(=O)Cn1c(=O)n(CC2CCCO2)c2nc(-c3ccccc3OC)nc(C(N)=O)c21 (configuration not stated)	.	-16%	-1%
CCCn1nnnc1SCC(=O)N1C(C)CCCC1C (configuration not stated)	-19%	-9%	.
CCOc1ccc2ccccc2c1C(=O)N[C@@H]1C(=O)N2[C@@H]1SC(C)(C)[C@@H]2C(=O)O	-5%	-2%	-5%
CC(C)c1cc(=O)n2[nH]c(SCc3ccccc3)nc2n1	-5%	-11%	.
Cc1cccc(CCNC(=O)C2CCN(c3ncnc4c3nc3n4CCCCC3)CC2)c1	.	4%	1%
COc1ccc(CNC(=O)CCS(=O)(=O)c2ccc3c(c2)NC(=O)CS3)cc1	?	12%	-10%
COc1ccc(C(=O)NC2CCCc3ccccc32)cc1[N+](=O)[O-] (configuration not stated)	28%	3.7µM*	0%
CN(C)S(=O)(=O)c1cccc(NC(=O)Cc2ccc(Cl)cc2)c1	-7%	?	0%
CCC(C)NC(=O)c1cnn2c1NC(c1cccs1)CC2C(F)(F)F (configuration not stated)	10%	-28%	5%
Clc1cc2nc3ccccn3c2cc1Cl	10%	-2%	-14%
CC(C)(C)c1nnc2sc(SCC(=O)N3CCCCC3)nn2c1=O	.	?	3%
O=C1c2ccc(-c3ccc(Cl)c(C(F)(F)F)c3)cc2S(=O)(=O)c2cccc(C(=O)N3CCN(c4ncc(Br)cn4)CC3)c21	.	-13%	4%

Individual results from the entries so far.
Entry of O=C1c2ccc(-c3ccc(Cl)c(C(F)(F)F)c3)cc2S(=O)(=O)c2cccc(C(=O)N3CCN(c4ncc(Br)cn4)CC3)c21 in DT40 TDP1 no CPT: -13%
Entry of CCOc1ccc2ccccc2c1C(=O)N[C@@H]1C(=O)N2[C@@H]1SC(C)(C)[C@@H]2C(=O)O in TDP1 inh: -5%
Entry of COc1ccc(C(=O)NC2CCCc3ccccc32)cc1[N+](=O)[O-] (configuration not stated) in TDP1 inh: 0%
Entry of Cc1ccc(S(=O)(=O)c2cc3c(=O)n4ccccc4nc3n(C3CCCCC3)c2=N)cc1 in TDP1 inh: 2%
Entry of CCC(C)NC(=O)c1cnn2c1NC(c1cccs1)CC2C(F)(F)F (configuration not stated) in DT40 TDP1 no CPT: -28%

Source: PubChem BioAssay
